Tb PYK inh: T. brucei pyruvate kinase inhibition; Potency, µM (top dose mostly 76.8 µM), inactives show at the top dose activity, negative = inhibition, actives largely listed as inhibitors; actives 0.12% (n = 410,000); Q57TT1; TbPYK enzyme, Kinase-Glo Plus ATP luminescence, 45 min; note: potency is the fitted concentration of half-maximal effect; % is set by controls: 0 for no effect and ±100 for the full control effect; nearly all actives have a fitted effect of over 50% in size
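Luminescence from Kinase-Glo Plus, added after a 45-minute room-temperature reaction, served as the end-point read-out. The enzyme and substrate were preincubated with compound before ADP (130 uM final) initiated turnover. Concentration-effect curves came from normalized qHTS data.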
CHX counter: counter-screen for Shiga toxin inhibitors: cycloheximide protein synthesis inhibition. cell reporter, cycloheximide protein synthesis inhibition counterscreen. max response, %. actives 12% (n = 300,000). AID 2314; in the data active = max response mostly above about 13%, no sharp cut-off; inactive = mostly below about 14%; note: read at 38.3 µM for the half of the compounds with a filed dose; 0% is about no effect
LmPK inhibitor: inhibitors of Leishmania mexicana pyruvate kinase; Q27686; purified LmPK, Kinase-Glo ATP luminescence, 1 h; Potency, µM (highest dose often 57.5 µM), for inactives: top-dose activity change, negative = inhibition, most hits filed as inhibitors; actives 0.37% (n = 290,000); AID 1721; note: potency is the fitted concentration of half-maximal effect; % is set by controls: 0 for no effect and ±100 for the full control effect
Target sequence (Q27686 whole entry, looked up): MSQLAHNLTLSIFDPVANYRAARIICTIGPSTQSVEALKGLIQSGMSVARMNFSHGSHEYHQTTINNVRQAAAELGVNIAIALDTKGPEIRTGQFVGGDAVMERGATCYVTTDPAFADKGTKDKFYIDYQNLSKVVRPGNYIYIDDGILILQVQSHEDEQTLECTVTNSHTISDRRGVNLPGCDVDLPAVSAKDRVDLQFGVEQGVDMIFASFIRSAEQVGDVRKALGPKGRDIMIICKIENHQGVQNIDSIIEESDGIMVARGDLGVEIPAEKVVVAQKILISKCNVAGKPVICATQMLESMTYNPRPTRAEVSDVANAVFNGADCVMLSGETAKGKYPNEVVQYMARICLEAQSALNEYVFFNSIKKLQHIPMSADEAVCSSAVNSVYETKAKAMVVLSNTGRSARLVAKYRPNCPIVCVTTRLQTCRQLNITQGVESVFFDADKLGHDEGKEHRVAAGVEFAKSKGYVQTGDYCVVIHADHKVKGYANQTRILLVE
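ATP generated from ADP (0.1 mM) and PEP (0.5 mM) by 0.1 nM LmPK over 1 h at room temperature (pH 7.2 imidazole buffer) was detected by coupled luciferase luminescence. Values were normalized to uninhibited and no-enzyme wells.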
HCV inh: HCV inhibition. AID 651820. Potency, µM (series often up to 41.8 µM), inactives show at the top dose activity change, negative = inhibition, actives largely listed as inhibitors. actives 3.4% (n = 340,000). Huh7.5.1 HCVcc-Cre infection, luciferase reporter, 44 h; note: potency is the fitted concentration of half-maximal effect; % is set by controls: 0 for no effect and ±100 for the full control effect
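Cells (1,000/well) were plated 4 h before compound, then infected with HCVcc-Cre virus (~0.5 moi). After 44 h further culture, infection was read as luciferase luminescence following a 15 min substrate incubation at room temperature.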
Pf growth 48h: P. falciparum growth inhibition at 48 hours (one generation); P. falciparum luciferase growth in erythrocytes, 48 h; Potency, µM (series often up to 28.7 µM), without a hit: at the highest dose activity change, negative = inhibition, actives largely listed as inhibitors; actives 5.9% (n = 310,000); note: potency is the fitted concentration of half-maximal effect; % is set by controls: 0 for no effect and ±100 for the full control effect
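Here the parasites carry a stable luciferase gene and grow inside erythrocytes in Albumax-based RPMI medium with compound for one erythrocytic cycle. Activity is scored as loss of luminescent signal.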
Shiga inhibitor: Shiga toxin inhibition. inhibition, % at 38.7 µM. actives 9.2% (n = 290,000). Vero cells, Shiga toxin protein synthesis inhibition reporter; in the data active = inhibition mostly above about 28%, no sharp cut-off; inactive = mostly below about 43%; note: 0% is about no effect
Pf growth 96h: inhibits malaria parasite growth, 96 h; P. falciparum luciferase reporter growth, 96 h; AID 504834; Potency, µM (doses to about 28.7 µM), inactives show at the top dose activity change, negative = inhibition, actives largely listed as inhibitors; actives 6.9% (n = 320,000); note: potency is the fitted concentration of half-maximal effect; % is set by controls: 0 for no effect and ±100 for the full control effect
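Compounds incubated with erythrocytes infected by luciferase-expressing P. falciparum (2% hematocrit, 0.05% parasitemia final) for 96 hours, 37 C in 5% CO2. Growth inhibition scored as decreased luciferase luminescence.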
Numbers without * were called inactive; ? = inconclusive; · = no result given; & = joins results of further samples; [ ] = another dose, or the depositor's remark. Unless noted, calls come from the whole dose curve; as a rule, active = well fitted curve in the direction sought with a large enough effect; inconclusive = small, poorly fitted or top-dose-only effect, or another doubt; inactive = no such curve, though single readings can be large; an effect the other way counts as inactive or inconclusive.

compound,Tb PYK inh,CHX counter,LmPK inhibitor,HCV inh,Pf growth 48h,Shiga inhibitor,Pf growth 96h
COc1cc(/C=N/NC(=O)CC#N)ccc1Oc1nc(Cl)ncc1F,-12%,-3,-1%,?,-3%,·,?
CCOC(=O)Cc1csc(NS(=O)(=O)c2ccc(C(F)(F)F)cc2)n1,-7%,-4,5%,3%,-3%,-10,18%
O=C(N/N=C\c1ccccc1F)c1ccc(-c2ccccc2)cc1,-16%,36*,0%,-8%,-8%,28,-19%
Cn1/c(=N/NC(=O)c2ccccc2F)sc2ccccc21,6%,35*,-2%,6%,116%[activator],79*,171%[activator]
COc1ccc(C(=O)c2c(O)cc(-c3ccc(OC)cc3)oc2=O)cc1,1%,10,2%,8%,2%,39,?
C[N+]1(C2CCC3CCC2C3O)CCCC1 (configuration not stated),5%,-1,-2%,14%,-14%,-4,6%
Cn1nc(-c2ccccc2)c(C(=O)NC(C(=O)O)c2ccccc2)c1Cl (configuration not stated),?,-3,0%,17%,3%,-1,2%
O=C(CSc1nc2ccccc2n1CCc1ccccc1)N1CCOCC1,1%,-2,0%,16%,-11%,-17,?
Cc1ccc(NC(=S)NCCN2CCOCC2)cc1,1%,-2,3%,-2%,11%,-4,6%
Cc1ccc(NC(=O)CCc2c(C)nc3ncnn3c2C)cc1,·,-2,-2%,-4%,-3%,-8,5%
O=C(C1CCN(Cc2cc(Cl)ccc2O)CC1)N1CCN(Cc2ccccc2)CC1,-6%,-2,-9%,?,?,-1,9%
CNc1c(NS(=O)(=O)c2ccc3c(c2)CCCC3)c(=O)oc2ccccc12,-1%,5,3%,20%,5%,-17,9%
CCCCc1nc2cc(C(=O)N3CCC(OC)CC3)ccc2o1,3%,27*,1%,7%,31%[activator],44*,49%[activator]
O=C1COc2ccc(C(=O)COC(=O)Cc3ccccc3F)cc2N1,6%,4,-1%,0%,3%,32,16%
Cc1ccc2oc(=O)cc(CN3CCC(C)CC3)c2c1,-8%,-3,8%,10%,?,-4,5.9µM*
CN(C(=O)c1ccc(NC(=O)Cc2cccc(NC(=O)C3CCCN(C(=O)C4CC4)C3)c2)cc1)C1CCCC1 (configuration not stated),0%,·,·,-4%,15µM*,·,?
CCCCOCCCNCC(=O)Nc1ccc(S(N)(=O)=O)cc1,1%,3,3%,-4%,4%,5,32%[5.75 µM]
Cc1ccc(C)c(C(=O)OCC(=O)N(C)c2ccccc2)c1,-1%,10,1%,-20%,-24%,8,-8%
O=C(CCS(=O)(=O)c1ccc(Br)cc1)NCCc1ccccc1,-2%,0,-8%,-11%,11%,-9,-8%
Oc1ccc(Nc2nc(-c3cccnc3)cs2)cc1,-11%,38*,-17%,-25%,76%[activator],·,?
COc1cccc(-c2csc(NC(=O)C3CC3)n2)c1,5%,18,2%,-20%,·,40,212%[activator]
CNC(=O)N(O)C1N(c2ccccc2)C(=S)SC1(C)C (configuration not stated),4%,7,-1%,33%[activator],0%,-9,2.1µM*
O=c1cc(-c2ccccc2Cl)c2c([nH]1)CCC2,-2%,-2,3%,7%,-4%,5,146%[activator]
CC1(C)S[C@@H]2[C@H](NC(=O)Cc3ccccc3)C(=O)N2[C@H]1C(=O)O,-6%&4%,-2&10&3,7%&0%,?,-16%&11%,-9&-5&-6,-8%&32%
CCOC(=O)c1c(/N=C/N(C)C)sc(/C=N/Nc2ccccc2)c1-c1ccccc1,0%,0,-3%,?,15µM*,9,10µM*
COc1ccc(C)cc1S(=O)(=O)N1CCN(C(=O)c2ncoc2-c2cccc(F)c2)CC1,-20%,-5,4%,?,2%,-5,0.66µM*
O=C(N/N=C/c1cc([N+](=O)[O-])ccc1O)c1cccc(N2CCCC2=O)c1,0%,-3,0%,?,?,-4,33%[activator]
CC(C)CCNC(=O)c1ccc(Cn2c(=S)[nH]c3ccccc3c2=O)cc1,-13%,-2,1%,?,?,-2,-59%
CCCn1c(=NC(=O)c2ccco2)c(C(=O)OCC)cc2c(=O)n3ccccc3nc21,1%,1,-10%,?,-26%,12,5%
CCc1cc2c(=O)[nH]cnc2s1,-9%,1,-5%,9%,16%,-4,10%

Overlap with the part before: four entries; new compounds follow.
Screens by letter: A = Tb PYK inh; B = CHX counter; C = LmPK inhibitor; D = HCV inh; E = Pf growth 48h; F = Shiga inhibitor; G = Pf growth 96h
> O=C(N/N=C/c1cc([N+](=O)[O-])ccc1O)c1cccc(N2CCCC2=O)c1
  A: 0%	B: -3	C: 0%	D: ?	E: ?	F: -4	G: 33%[activator]

> CC(C)CCNC(=O)c1ccc(Cn2c(=S)[nH]c3ccccc3c2=O)cc1
  A: -13%	B: -2	C: 1%	D: ?	E: ?	F: -2	G: -59%

> CCCn1c(=NC(=O)c2ccco2)c(C(=O)OCC)cc2c(=O)n3ccccc3nc21
  A: 1%	B: 1	C: -10%	D: ?	E: -26%	F: 12	G: 5%

> CCc1cc2c(=O)[nH]cnc2s1
  A: -9%	B: 1	C: -5%	D: 9%	E: 16%	F: -4	G: 10%

> Nc1nc2n(n1)C(=O)CC(c1ccccc1[N+](=O)[O-])N2 (configuration not stated)
  A: -5%	B: -2	C: -7%	D: 11%	E: 6%	F: -8	G: 3%

> Cc1cc(C)n(CC(=O)N/N=C/c2ccco2)n1
  A: -9%	B: -1	C: 0%	D: 17%	E: 81%[activator]	F: -19	G: 31%[activator]

> C=CCNC(=O)C12CCC(C)(C(=O)C1Br)C2(C)C (configuration not stated)
  A: -15%	B: 9	C: -5%	D: 31%[activator]	E: 3%	F: -2	G: 29%

> O=S(=O)(Cc1cc(Oc2ccccc2)nc(-c2ccccc2)n1)c1ccccc1
  A: -11%	B: 3	C: 3%	D: -16%	E: 37%[activator]	F: 6	G: 27%

> O=C(C1=C(O)C(=O)N(Cc2cccnc2)C1c1ccccn1)c1cccs1 (configuration not stated)
  A: -5%	B: 8	C: 2%	D: -7%	E: 16%	F: 25	G: 9%

> O=C(Nc1ccc2oc(-c3ccncc3)nc2c1)c1ccccc1
  A: -12%	B: 6	C: 6%	D: 0%	E: 7%	F: 18	G: 156%[activator]

> CCCCNC(=O)C1C2C=CC3(CN(Cc4ccccc4Cl)C(=O)C13)O2 (configuration not stated)
  A: -7%	B: -4	C: 0%	D: 10%	E: 3%	F: 25	G: -9%

> CC(=O)Nc1ccc(NC(=O)CSC2=NS(=O)(=O)c3cc(F)ccc3N2)cc1
  A: 4%	B: ·	C: ·	D: ?	E: 10%	F: ·	G: 82%[activator]

> O=C(Nc1ccc2c(c1)OCO2)c1ccc(S(=O)(=O)N2CCCC2)cc1
  A: -14%	B: 9	C: 0%	D: -16%	E: 0%	F: 13	G: ?

> CCOC(=O)/C=C1\SCC(=O)N1CC(=O)NC(C)c1ccccc1 (configuration not stated)
  A: -3%	B: -3	C: 1%	D: 3%	E: 11%	F: 2	G: 1%

Following part
Screens by letter: A = Tb PYK inh; B = CHX counter; C = LmPK inhibitor; D = HCV inh; E = Pf growth 48h; F = Shiga inhibitor; G = Pf growth 96h
> COc1ccc(C/C(C)=N/NC(=O)c2cc(C)oc2C)cc1
  A: -5%	B: 26*	C: -6%	D: -7%	E: 15%	F: 39*	G: 32%[activator]

> Cc1ccc(C)c(N(C(=O)CNC(=O)c2ccco2)C(C(=O)NCC2CCCO2)c2ccccc2)c1 (configuration not stated)
  A: 1%	B: -3	C: 2%	D: -1%	E: -24%	F: 21	G: -5%

> CCOC(=O)c1ccc(NC(=S)NCCCN2CCN(C3CCCCC3)CC2)cc1
  A: -2%	B: 3	C: 2%	D: ?	E: ?	F: -17	G: ?

> Cc1ccc(S(=O)(=O)N2CCN(c3ncccn3)CC2)c(C)c1
  A: -5%	B: -4	C: -3%	D: -1%	E: -14%	F: -3	G: ?

> O=C(NCCN1C(=O)S/C(=C\c2ccccc2F)C1=O)C1=COCCO1
  A: -17%	B: ·	C: ·	D: ?	E: 12%	F: ·	G: ?

> O=C(CN1CCN(Cc2ccc3c(c2)OCO3)CC1)N1CCc2[nH]c3ccc(F)cc3c2C1
  A: 0%	B: -1	C: 2%	D: ?	E: ?	F: -10	G: ·

> CC(C)CN1CCN(Cc2cccn2-c2ccccn2)CC1CCO (configuration not stated)
  A: 0%	B: 1	C: -12%	D: 7%	E: 55%[activator]	F: 18	G: 8.3µM*

> CC12OC1C1(O)CCCC1=CC2=O (configuration not stated)
  A: ·	B: 0	C: 3%	D: ·	E: ?	F: -3	G: ?

> O=C1OCCC1Sc1nc2ccccc2n1-c1ccccc1 (configuration not stated)
  A: -19%	B: -4	C: 1%	D: 6%	E: ·	F: -11	G: 12µM*

> Cc1nnsc1SCCNC(=O)c1c(F)cccc1F
  A: -4%	B: 4	C: -3%	D: 12%	E: 9%	F: -4	G: 61%[activator]

(listing goes on)
Screens by letter: A = Tb PYK inh; B = CHX counter; C = LmPK inhibitor; D = HCV inh; E = Pf growth 48h; F = Shiga inhibitor; G = Pf growth 96h
> Cc1cc(S(=O)(=O)NCc2ccncc2)c(C)cc1Br
  A: -9%	B: 4	C: -8%	D: ·	E: -7%	F: -6	G: ?

> CCN(CC(=O)Nc1ccccc1OC)C(=O)C1CC2C=CC1C2 (configuration not stated)
  A: -14%	B: 2	C: -4%	D: 18%	E: -4%	F: -2	G: -24%

> CC(=O)c1ccc(N2CCN(C(=O)CCC(=O)Nc3ccc4nc(N5CCN(C)CC5)cc(C)c4c3)CC2)cc1
  A: -3%	B: -1	C: -1%	D: 8.9µM*	E: 9.3µM*	F: 2	G: 5%

> O=C(N/N=C/c1ccco1)c1cc(-c2cccs2)[nH]n1
  A: 6%	B: 18*	C: -1%	D: 1%	E: -20%	F: 19	G: -25%

> O=C(Nc1nc(N2C(=O)c3ccccc3C2=O)n(-c2ccccc2)n1)c1ccc(Cl)cc1
  A: 0%	B: 2	C: 1%	D: 2%	E: 125%[activator]	F: -7	G: 0%

> CSc1cccc(NC(=O)C2CCCN(c3ncnc4c3nc3n4CCCCC3)C2)c1 (configuration not stated)
  A: -6%	B: -4	C: 0%	D: 22µM*	E: -26%	F: -4	G: 0%

Copied from the list:
In LmPK inhibitor, O=C(N/N=C/c1ccco1)c1cc(-c2cccs2)[nH]n1 is listed with -1%
In Pf growth 48h, O=C(Nc1nc(N2C(=O)c3ccccc3C2=O)n(-c2ccccc2)n1)c1ccc(Cl)cc1 is listed with 125%[activator]
In Pf growth 48h, CSc1cccc(NC(=O)C2CCCN(c3ncnc4c3nc3n4CCCCC3)C2)c1 (configuration not stated) is listed with -26%
